CHO-K1 Ca ag: M1 agonist counterscreen hit in parental CHO-K1 cells; Fluo-8 calcium fluorescence; scaled to maximal ATP response, vehicle zero; activation, % at 3 µM; 360,000 tested, 0.48% active; AID 602248; in the data active means activation above about 15%;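 further: untransfected CHO-K1 host cells lacking M1 receptor as counterscreen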
OXTR potentiate: human OXTR potentiation; CHO-OTR cells, Fluo-8 calcium fluorescence, potentiator mode; 0% = oxytocin EC15, 100% = EC100; activation, % at 3 µM; 320,000 tested, 0.061% active; AID 2445;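 active means activation above that plate's cutoff, the mean activation of tested compounds plus 3 SD, cut at about 6.6% in these data, passing the limit was not always enough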;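 further: 100% uses oxytocin at 75 nM as the full agonist control; some results filed as inactive read as strong as hits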
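Replication – single well per compound, singlicate · Assay system – CHO cell line stably expressing human OTR · Timing – 6 min pre-incubation, 100 s read · Measure – normalized max/min fluorescence ratio, % activation · Doses – 3.0 µM, one dose · Detection – Fluo-8 calcium dye fluorescence · Probe or stimulus – oxytocin near EC15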
V1R ag counter: counter-screen for oxytocin receptor agonists: human V1a receptor agonists | P37288 | CHO-V1R cells, Fluo-8 calcium fluorescence, agonist mode; 0% DMSO, 100% 3 nM vasopressin | activation, % at 3 µM | 320,000 tested, 0.25% active | AID 2797;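 active means activation above the mean activation of all tested compounds plus 3 SD, per screening run, cut at about 20% in these data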;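 further: signal is peak over basal fluorescence ratio across a 100 second FLIPR read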
CHRM1 agonist: activates human CHRM1 receptor | activation, % at 3 µM | CHO-K1 hM1, Fluo-8 calcium fluorescence, agonist mode; 0% DMSO, 100% acetylcholine EC100 | P11229 | 360,000 tested, 0.33% active;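 active means activation above the run's mean compound activation plus 3 SD, cut at about 16% in these data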;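 further: peak over basal fluorescence ratio within a 140 s kinetic read after compound addition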
Target sequence (P11229 whole entry, looked up): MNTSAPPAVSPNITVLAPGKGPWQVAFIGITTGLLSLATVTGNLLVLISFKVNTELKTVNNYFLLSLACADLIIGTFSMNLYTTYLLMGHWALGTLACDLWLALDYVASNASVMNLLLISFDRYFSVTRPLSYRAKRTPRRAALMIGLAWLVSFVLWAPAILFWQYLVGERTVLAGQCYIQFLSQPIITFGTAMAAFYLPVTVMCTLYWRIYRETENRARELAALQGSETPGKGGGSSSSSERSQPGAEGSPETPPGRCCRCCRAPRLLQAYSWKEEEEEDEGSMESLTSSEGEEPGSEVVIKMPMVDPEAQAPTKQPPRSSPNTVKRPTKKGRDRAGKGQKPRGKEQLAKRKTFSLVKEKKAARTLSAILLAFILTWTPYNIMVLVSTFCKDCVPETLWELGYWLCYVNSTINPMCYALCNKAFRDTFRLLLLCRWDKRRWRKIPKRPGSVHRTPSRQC
CHO-K1 Ca PAM: counter-screen for M1 PAMs: effect in parental CHO-K1 cells; ATP EC20, Fluo-8 calcium fluorescence; 0% at ATP EC20, 100% at ATP max; activation, % at 3 µM; 360,000 tested, 0.02% active;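 active means activation above the run cutoff, the mean activation of all test compounds plus 3 SD, cut at about 40% in these data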;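 further: peak over basal fluorescence ratio in a 140 s read after ATP addition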
TAAR1 agonist: agonists of human TAAR1; Q96RJ0; CHO RD-HGA16 TAAR1, Fluo-8 calcium fluorescence; vehicle wells 0%, saturating PEA agonist 100%; activation, % at 3 µM; 360,000 tested, 0.99% active;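 active means activation above the mean activation of all test compounds in the run plus 3 SD, cut at about 38% in these data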
Target sequence (Q96RJ0 whole entry, looked up): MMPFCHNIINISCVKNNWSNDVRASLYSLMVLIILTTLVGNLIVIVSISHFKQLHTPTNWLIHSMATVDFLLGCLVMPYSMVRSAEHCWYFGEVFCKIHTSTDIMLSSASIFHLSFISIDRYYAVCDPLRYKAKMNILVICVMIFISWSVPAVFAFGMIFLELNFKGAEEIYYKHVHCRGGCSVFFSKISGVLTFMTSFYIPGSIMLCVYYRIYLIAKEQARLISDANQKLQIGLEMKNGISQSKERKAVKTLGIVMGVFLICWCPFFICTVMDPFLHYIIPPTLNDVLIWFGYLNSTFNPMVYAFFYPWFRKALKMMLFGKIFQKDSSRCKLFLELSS
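Assay system: CHO-derived RD-HGA16 cells with stable Gα16 and human TAAR1; timing: 17-24 h seeding, 75 min 37 °C dye, 30 min RT; read-out: % activation from peak over basal fluorescence ratio, DMSO-to-PEA scaled; measured by: kinetic Fluo-8 calcium fluorescence; benchmarks: low control DMSO, high control PEA (EC100); doses: 3 µM single concentration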
CHO-K1 Ca antag: nonselective inhibitor or artifact in parental CHO-K1 cells; ATP-induced calcium, Fluo-8 fluorescence; AID 602250; 360,000 tested, 0.6% active; inhibition, % at 3 µM;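 active means inhibition above a per-plate cutoff, the plate's mean sample inhibition plus 3 SD, cut at about 24% in these data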;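 further: 0% = DMSO plus EC80 ATP and 100% = DMSO alone without ATP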
TAAR1 antag: human TAAR1 antagonism; CHO RD-HGA16 TAAR1, Fluo-8 calcium fluorescence, antagonist; inhibition, % at 3 µM; Q96RJ0; AID 624466; 360,000 tested, 1.5% active;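 active means inhibition above a per-plate cutoff, the mean inhibition of test compounds on that plate plus 3 SD, cut at about 49% in these data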;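 further: 0% = DMSO plus EC80 beta-PEA response and 100% = DMSO alone without agonist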
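Test system – hTAAR1-expressing CHO RD-HGA16 cells, Gα16-coupled · Reagent – β-PEA at EC80 concentration, post-compound challenge · Compound dosing – 3 µM, single point · Timing – 140 s kinetic read after compound, 140 s after agonist · Detection – Fluo-8 intracellular calcium dye fluorescence, real-time kinetic reads · Control set – DMSO and EC80 PEA controls · Repeats – n of 1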
CHO parental Ca: signal in parental CHO cells, OX1R antagonist counter-screen | parental CHO-K1, ATP-induced calcium, Fluo-8 fluorescence | inhibition, % at 5.6 µM | 330,000 tested, 0.63% active;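 active means inhibition above that plate's mean sample inhibition plus 3 SD, cut at about 26% in these data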;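 further: 0% = ATP-challenged DMSO wells and 100% = DMSO wells without ATP; some compounds past the cut are filed as inactive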
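Test system: untransfected parental CHO cell line. Compound: one dose, 5.6 µM nominal. Detection: intracellular calcium via Fluo-8 no-wash fluorescent dye. Measure: % inhibition. Benchmarks: ATP-challenged DMSO wells low, unchallenged DMSO wells high.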
An asterisk follows results filed as active; / = no result given.

Values run as follows: TAAR1 antag, CHO parental Ca, CHRM1 agonist, CHO-K1 Ca PAM, CHO-K1 Ca antag, CHO-K1 Ca ag, TAAR1 agonist, OXTR potentiate, V1R ag counter
C/C(=N\NC(=O)c1ccccc1O)c1ccc(Br)s1
→ -16, 2, -1, -7, 11, 0.6, 8, -1, 3.8
Cc1ccc(C(=O)COC(=O)CNS(=O)(=O)c2ccc(C)cc2)cc1
→ 4, 0, -3, -7, -9, 4.9, -1, -8, 3.9
N#Cc1ccc(NC(=O)COC(=O)CSc2nnc(-c3ccc(Cl)cc3)o2)cc1
→ -6, 2, -4, 4, 5, 2.6, 3, -6, 4.2
CCn1nnnc1NCc1cccn1C
→ 7, 3, -4, 14, -12, 0.1, 0, 4, -0.7
Cc1cccc(NC(=O)CCN2CCOCC2)c1
→ -15, 2, 1, 11, -11, 0.1, 5, -15, -0.5
COc1ccc(CNC(=O)CN2C(=O)NC3(CCCCCC3)C2=O)cc1OC
→ 7, -14, -4, 1, -13, 0.4, 2, -7, 0.0
CCn1c(CNc2nc3ccccc3n2C(C)C)nc2ccccc21
→ 7, -35, -4, 7, -10, 1.3, 4, -9, -1.2
COc1ccc(-c2coc3c(C(=O)Nc4ccc(OC)nc4)cccc23)c(C)c1
→ 28, /, -2, 2, 3, 0.5, 1, /, /
N/C(=N\OC(=O)c1ccc(Cl)c(Cl)c1)c1ccccn1
→ 23, -8, -2, -2, -27, -0.2, 9, -11, 0.9
COc1ccc(CN(C(=O)Cc2c[nH]c3ccccc23)C(C(=O)NC2CCCCC2)c2ccc(C)o2)cc1 (configuration not stated)
→ 44, -2, -7, 5, -1, 1.6, 6, -6, 0.3
COC(=O)c1ccc(Cn2cnc3c(cnn3-c3ccc(C)c(C)c3)c2=O)o1
→ 5, -16, -4, 16, -7, 1.2, 5, -10, 0.1
CCC(C)NC(=O)CCS(=O)(=O)c1ccc2c(c1)n(C)c(=O)c(=O)n2C (configuration not stated)
→ -10, -7, 2, -5, -4, 0.1, 1, 8, 0.4
CC(NC(=O)C(C)(C)C)C(c1cccs1)N1CCN(Cc2ccccc2)CC1 (configuration not stated)
→ -6, -12, -7, -12, 3, -0.5, 0, -4, -0.9
COc1cc(C2C(C(=O)c3ccc(C)o3)=C(O)C(=O)N2CCN2CCOCC2)ccc1OCCC(C)C (configuration not stated)
→ -4, /, -4, 3, 0, 0.3, 0, /, /
CCOC(=O)c1nnn(CC(=O)NC(=O)Nc2ccccc2)c1C(=O)OCC
→ -14, -10, 0, 15, -7, 3.0, 7, -1, 3.1

Compound profiles (already shown). Screens in order: TAAR1 antag | CHO parental Ca | CHRM1 agonist | CHO-K1 Ca PAM | CHO-K1 Ca antag | CHO-K1 Ca ag | TAAR1 agonist | OXTR potentiate | V1R ag counter
COc1ccc(CN(C(=O)Cc2c[nH]c3ccccc23)C(C(=O)NC2CCCCC2)c2ccc(C)o2)cc1 (configuration not stated) as listed: 44 | -2 | -7 | 5 | -1 | 1.6 | 6 | -6 | 0.3
COC(=O)c1ccc(Cn2cnc3c(cnn3-c3ccc(C)c(C)c3)c2=O)o1 as listed: 5 | -16 | -4 | 16 | -7 | 1.2 | 5 | -10 | 0.1

(cont.)
Values run as follows: TAAR1 antag, CHO parental Ca, CHRM1 agonist, CHO-K1 Ca PAM, CHO-K1 Ca antag, CHO-K1 Ca ag, TAAR1 agonist, OXTR potentiate, V1R ag counter
O=C(COC(=O)COc1ccc(Br)cc1)NCCC1=CCCCC1
→ -9, -20, -6, 12, -3, 0.0, 1, -3, 0.5
CCN(C1CCCCC1)S(=O)(=O)c1cc2c3c(c1)CCN3C(=O)CC2
→ 9, -10, 2, -30, 11, -0.2, 0, 2, -0.3
CC(Sc1nnc(CNc2cccc3ccccc23)n1-c1ccccc1)C(=O)N/N=C/c1ccco1 (configuration not stated)
→ 5, -14, -3, 15, -7, -0.1, 5, -1, 1.4
COc1ccnc(-n2cccc2C#N)c1C#N
→ 4, 6, -4, -8, -4, 0.5, 11, -8, 0.8
N#Cc1c(N)n(CCOC(=O)c2ccc(Cl)cc2)c2nc3ccccc3nc12
→ 29, /, 1, -7, 5, 0.2, 36, /, /
COc1ccc(CNC(=O)c2nc(S(=O)(=O)Cc3ccccc3)ncc2Cl)cc1
→ 7, -6, -3, -7, -2, 1.1, 0, -5, 1.3
COc1ccc(C2CC(c3ccccc3)=NN2C(=O)COC(=O)c2nc3nc(C)cc(C)n3n2)cc1 (configuration not stated)
→ 7, -28, -4, 12, -14, 2.3, 4, -8, 2.9
CC(C)OC(=O)/C(C#N)=C/c1cn(C)c2ccccc12
→ -5, -16, -6, 23, -25, 0.3, -3, -4, -0.8
CCCCNC(=O)C1c2ccccc2Oc2ccccc21
→ -9, -13, -5, 1, -9, -0.2, 3, -11, 17
CCOc1ccc(/C=C/C(=O)c2c(O)c3ccccc3oc2=O)cc1
→ 4, -12, -4, 15, -4, 0.5, 3, -3, 1.1
O=C(N/N=C/c1cccc(Oc2ccccc2)c1)c1cc[n+]([O-])cc1
→ 1, -12, -5, 7, 2, 1.1, 2, -12, -0.5
CC(C)Nc1nc(Cl)nc(NN(C)c2nc(N(C)C)nc(N(C)C)n2)n1
→ 3, -18, -4, -2, 7, -0.5, 8, 1, -1.3
O=C(O)c1cccc(Nc2ncnc3c2cnn3-c2ccccc2)c1
→ -35, 8, -2, 18, 3, 0.8, -4, -10, 1.6
O=C(NC1CCCCC1)N(Cc1ccc(F)cc1)Cc1nc2ccccc2c(=O)[nH]1
→ -8, -12, -2, -7, 22, 0.3, 18, 0, -0.1
CCCn1c(N)c(N(CCOC)C(=O)COC(=O)CSc2cc(C)c3ccccc3n2)c(=O)[nH]c1=O
→ -10, -14, -7, 7, -2, 0.8, 1, -2, -0.3

Next compounds
Values run as follows: TAAR1 antag, CHO parental Ca, CHRM1 agonist, CHO-K1 Ca PAM, CHO-K1 Ca antag, CHO-K1 Ca ag, TAAR1 agonist, OXTR potentiate, V1R ag counter
CCOc1cc(S(=O)(=O)N2CCCCC2)ccc1Cl
→ 2, -24, -7, 24, -7, 0.5, -4, -3, -0.5
NC(Cc1ccc(C(F)(F)F)cc1)c1csc(Nc2cc(NCc3ccco3)ncn2)n1 (configuration not stated)
→ 29, /, 1, 9, 10, 0.6, 38*, /, /
O=C1CSC(=S)N1c1cccc(F)c1
→ 8, -5, 0, -5, 4, 0.2, 1, 7, 0.8
COCCn1c(SCC(=O)N2CCC(C)CC2)nc2ccccc2c1=O
→ 2, -10, -7, -5, 0, 0.0, 9, 5, -0.6
CCN(CC)CCN(C)C1CCC(c2ccccc2)CC1 (configuration not stated)
→ -7, 10, -8, 15, -4, 0.3, 3, -4, 0.0
CCS(=O)(=O)c1ccc2oc(SCC(=O)c3ccco3)nc2c1
→ 7, -13, -1, 11, -14, 1.4, 4, -9, 4.4
Cc1c(C(=O)NCCSCc2ccco2)cccc1[N+](=O)[O-]
→ 10, -11, -3, -4, 8, -0.2, -1, -4, 1.3
Cc1cccc(C)c1OCCCCn1cnc2ccccc2c1=O
→ 7, -26, -2, 3, -18, 2.2, 9, -6, 3.6
Cc1ccc(C(C)NC(=S)NC2CCCCC2)c(C)c1 (configuration not stated)
→ -15, /, -3, 6, -10, 8.7, 0, /, /
O=C(Nc1ccc2c(c1)OCO2)c1ccc2sc([C@@H]3O[C@H](CO)[C@@H](O)[C@H]3O)nc2c1
→ -6, /, -2, 4, 0, 0.0, 4, /, /
Cc1cc(=O)oc(C)c1C(=O)NC1CCCCCCC1
→ -3, -31, -5, 11, -9, 0.0, 2, -4, -1.6
O=C(NCC1CCCO1)c1ccc(CSCc2cccc(F)c2)o1 (configuration not stated)
→ -23, 1, -2, 25, -12, 2.9, 2, -3, 0.0
CCCOc1cccc(C2C(C(=O)c3ccc(C)o3)=C(O)C(=O)N2c2nc(C)c(C(C)=O)s2)c1 (configuration not stated)
→ -71, -20, -2, 8, -14, 0.1, 5, -4, 2.0
CCOC(=O)C1=C(N)Oc2ccc3ccccc3c2C1c1cccc(O)c1 (configuration not stated)
→ 11, -2, -3, 20, -11, 1.4, 4, -17, 0.5
COc1cccc2c1O/C(=N\O)C(C(=O)Nc1ccc(C)cc1)C2 (configuration not stated)
→ -2, 2, -2, 5, -7, 1.9, -2, -11, 2.5

Remaining list, next part.
Values run as follows: TAAR1 antag, CHO parental Ca, CHRM1 agonist, CHO-K1 Ca PAM, CHO-K1 Ca antag, CHO-K1 Ca ag, TAAR1 agonist, OXTR potentiate, V1R ag counter
Nc1ccc(S(=O)(=O)NCc2ccccn2)cc1
→ 0, -5, -2, 4, -12, 1.5, -1, -7, 0.2
CCOC(=O)N1CCC(N(C(=O)Nc2ccc(Cl)c(Cl)c2)C(C)CC)CC1 (configuration not stated)
→ 20, -7, -11, 14, -6, 5.7, 10, -6, 0.6
Cc1cc(C)c(C(=O)CSc2nc3ccccc3c(=O)[nH]2)cc1C
→ -1, -18, -2, -1, 0, 0.1, 2, -14, -0.5
O=C(COc1ccc([N+](=O)[O-])cc1)Nc1ccccc1N1CCCC1
→ -7, -25, -12, 12, -4, 0.8, 6, -6, -0.6
CCCc1cc(=O)n2[nH]c(NCc3ccc(Cl)cc3Cl)nc2n1
→ 7, -16, -4, 17, -3, 0.3, 1, -9, 1.2
Cc1nc(-c2cc(C#N)c(Sc3ccc(Cl)cc3Cl)nc2C)cs1
→ -38, -9, -3, 13, -8, 3.2, -1, -8, -0.3
NC(=O)[C@H]1CC2(CC(c3cccc(NC(=O)COc4ccc(Cl)cc4)c3)=NO2)CN1C(=O)c1ccccc1C(=O)c1ccccc1 (some centres not stated)
→ 11, -2, -4, -14, 12, -0.3, 0, -1, 0.6
O=C(NCCCN1CCCC1)c1ccc(CS(=O)(=O)c2c(Cl)cccc2Cl)o1
→ -29, -9, -5, 8, -9, -0.1, 5, -9, 0.4
COc1ccc(OCC(=O)NCCCNC(=O)COc2ccc(OC)cc2)cc1
→ -10, -16, -3, 12, -19, 1.1, 6, -5, 1.3
CCn1c(NC(=O)c2ccc(COc3ccc(C)cc3[N+](=O)[O-])o2)nc2ccccc21
→ 15, -24, -4, 10, -6, 0.3, 4, -2, -0.6
